NPSR antagonist – qHTS Assay for Antagonists of the Neuropeptide S Receptor: cAMP Signal Transduction; CHO-NPSR cells, cAMP TR-FRET, antagonist mode; Potency, µM (top dose mostly 38.3 µM), inactives show top-dose activity change, negative = inhibition, most hits filed as inhibitors; 1% of 220,000 active; further: potency means the concentration at half of the fitted maximal effect; on the % scale 0 is the no-effect control and ±100 the full control effect; nearly all actives have a fitted effect of over 50% in size; many of its hits are not listed in these tables
Target sequence (Q6W5P4 whole entry, looked up): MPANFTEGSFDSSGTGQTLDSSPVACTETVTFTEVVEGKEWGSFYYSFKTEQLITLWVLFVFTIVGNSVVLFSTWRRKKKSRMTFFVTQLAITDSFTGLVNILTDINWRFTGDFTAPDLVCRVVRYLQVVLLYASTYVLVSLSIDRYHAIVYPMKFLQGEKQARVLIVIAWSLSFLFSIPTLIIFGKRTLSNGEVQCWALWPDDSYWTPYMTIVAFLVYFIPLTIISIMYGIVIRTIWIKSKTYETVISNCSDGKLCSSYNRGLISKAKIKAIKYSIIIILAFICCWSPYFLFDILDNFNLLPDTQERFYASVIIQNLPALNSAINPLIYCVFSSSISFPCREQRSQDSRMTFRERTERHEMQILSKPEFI
aGal spleen mod – qHTS Assay for Inhibitors and Activators of Human alpha-Galactosidase From Spleen Homogenate; Alpha-galactosidase A (Homo sapiens), P06280; human spleen homogenate, 4MU-alpha-Gal fluorescence, 40 min; Potency, µM (top dose mostly 80 µM), inactives show top-dose activity change, negative = inhibition, usual class: inhibitors; 0.008% of 240,000 active; AID 2107, 2009;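 further: potency means the concentration at half of the fitted maximal effect; 0% = enzyme with vehicle and -100% = no enzyme basal signal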
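qHTS titration in buffer at pH 5.0. Alpha-galactosidase activity in spleen homogenate was measured via 4-methylumbelliferone release from 1 mM fluorogenic substrate after 40 min at 37C and a pH 10 stop. AC50 came from Hill fits of control-normalized data.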
LMNA splice mod – qHTS Assay for Modulators of Lamin A Splicing | HeLa LMNA splicing GFP/RFP minigene ratio, 48 h | Potency, µM (doses to about 46.1 µM), for inactives: top-dose ratio change, negative = inhibition, usual class: inhibitors | 0.01% of 200,000 active; active means well fitted inhibition curve with a large enough effect in the signal ratio, with a control signal flat, not every such curve was filed as active; inconclusive means small, poorly fitted or top-dose-only effect, or effect the other way, or a change in a side signal; the % refers to the signal ratio; further: potency means the concentration at half of the fitted maximal effect; on the % scale 0 is the no-effect control and ±100 the full control effect
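S3 HeLa stable clones carrying a lamin A-EGFP splicing minigene plus DsRed2 were seeded at 600 cells/well in Opti-MEM with 2% FBS, pin-dosed and incubated 48 h at 37°C. Acumen cytometry (488 nm) gave the GFP/RFP total-intensity ratio.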
Epigenetic reg – Quantitative High-Throughput Screen for Regulators of Epigenetic Control | murine LDR cells, GFP reporter derepression, 30 h | 0.2% of 280,000 active | AID 1865, 2009 | Potency, µM (doses to about 53.9 µM), for the others: top-dose GFP activation, most hits filed as activators; further: potency means the concentration at half of the fitted maximal effect; % of control where 0% means no effect; nearly all actives have a fitted effect of over 60% in size
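Reporter derepression read as number of fluorescent GFP-positive objects, 20-120 um in size, counted by laser-scanning cytometer. Mouse LDR line with an epigenetically silenced CMV-GFP locus; compound incubation 30 h, 37 C.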
KinaseGlo FLuc – Counterscreen for Luciferase (Kinase-Glo TM) Inhibition. Luciferin 4-monooxygenase (Photuris pensylvanica), Q27757. Kinase-Glo luciferase, ATP luminescence, 8 min. Potency, µM (top dose mostly 38.3 µM), inactives show at the highest dose activity change, negative = inhibition, usual class: inhibitors. 0.28% of 200,000 active. AID 1379, 2008; further: potency means the concentration at half of the fitted maximal effect; on the % scale 0 is the no-effect control and ±100 the full control effect; nearly all actives have a fitted effect of over 60% in size
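Light output from Kinase-Glo luciferase with luciferin and 10 uM ATP in 50 mM imidazole pH 7.2, KCl, MgCl2, Tween 20, BSA; compound pin-delivered, 8-min ambient incubation, then luminescence read.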
CBFb-RUNX1 inh – qHTS Assay for Compounds Blocking the Interaction Between CBF-beta and RUNX1 for the Treatment of Acute Myeloid Leukemia | Runt-related transcription factor 1 (Homo sapiens) + Core-binding factor subunit beta … | AlphaScreen CBFb-His/RUNX1-biotin binding, biochemical | Potency, µM (doses to about 59.8 µM), for inactives: top-dose activity, negative = inhibition, usual class: inhibitors | 230,000 tested, under 10 active | AID 1477, 2009; further: % of control where 0% means no effect
Target sequence (Q01196 whole entry, looked up): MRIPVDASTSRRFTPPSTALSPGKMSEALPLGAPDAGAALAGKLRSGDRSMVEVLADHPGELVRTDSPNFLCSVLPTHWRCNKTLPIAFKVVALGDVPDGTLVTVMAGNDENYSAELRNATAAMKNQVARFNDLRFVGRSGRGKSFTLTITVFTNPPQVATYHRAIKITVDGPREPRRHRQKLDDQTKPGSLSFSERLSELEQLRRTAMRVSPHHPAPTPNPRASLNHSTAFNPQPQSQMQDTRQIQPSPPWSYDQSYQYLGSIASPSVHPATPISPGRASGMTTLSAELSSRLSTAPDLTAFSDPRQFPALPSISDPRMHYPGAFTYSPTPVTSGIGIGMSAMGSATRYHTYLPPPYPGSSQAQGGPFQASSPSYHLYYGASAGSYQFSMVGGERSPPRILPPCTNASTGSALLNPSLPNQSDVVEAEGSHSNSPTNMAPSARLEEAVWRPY
Target sequence (Q13951 whole entry, looked up): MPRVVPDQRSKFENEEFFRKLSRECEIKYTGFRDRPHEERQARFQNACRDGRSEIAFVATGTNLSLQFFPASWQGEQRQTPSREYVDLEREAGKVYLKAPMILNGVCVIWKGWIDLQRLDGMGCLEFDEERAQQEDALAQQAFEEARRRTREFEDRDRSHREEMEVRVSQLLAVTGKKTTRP
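CBF-beta (His) and RUNX1 (biotin), 30 nM each; 20 min preassociation; + compound, 15 min; + beads 50 ng each (Ni, streptavidin), 90 min; RT; AlphaScreen read.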
IMPase Li cell – qHTS Assay for Identifying the Cell-Membrane Permeable IMPase Inhibitors: Potentiation with Lithium; CHO-M1 cells, IP1 TR-FRET (IP-One), carbachol + lithium; Potency, µM (top dose mostly 59.4 µM), for the others: at the top dose activity, negative = IMPase inhibition, actives largely listed as inhibitors; 0.35% of 210,000 active; AID 1457, 2008;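 further: IP1 builds up when IMPase is blocked and the TR-FRET signal falls; potency means the concentration at half of the fitted maximal effect; plate controls were basal vehicle for no effect and high inhibitor control for full effect; nearly all actives have a fitted effect of over 50% in size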
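IP1 accumulation measured by competitive TR-FRET in lysed CHO-M1 cells after 30 min compound exposure at 37C, with a small lithium addition to potentiate weak responses. Hill-equation AC50 from ratio and donor-channel data.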
* hit, by the source's call; ? = inconclusive; · = no result given; & = joins results of further samples; [ ] = another dose, or the depositor's remark. Unless noted, the call rests on the fitted dose curve; in most records, active means well fitted curve in the direction sought with a large enough effect; inconclusive means small, poorly fitted or top-dose-only effect, or another doubt; inactive means no such curve, though single readings can be large; an effect the other way counts as inactive or inconclusive.

canonical_smiles,NPSR antagonist,aGal spleen mod,LMNA splice mod,Epigenetic reg,KinaseGlo FLuc,CBFb-RUNX1 inh,IMPase Li cell
COc1ccc2oc(=O)c(C(=O)N3CCN(c4ccccc4F)CC3)cc2c1,?,5%,-14%,7.9%,-1%,10%,11%[38.3 µM]
COc1ccc(-c2csc3ncnc(NCCN4CCOCC4)c23)cc1,-14%[46.1 µM],6%,-16%,4.4%,-2%,-11%,-6%[38.3 µM]
CC1=NN(c2ccccc2)C(=O)/C1=C\c1ccc(Br)s1,6%,3%,?,2.9%,-7%,-12%,4%
CCOC(=O)Cc1csc(NC(=O)c2ccc3c(c2)OCO3)n1,-19%[46.1 µM],-2%,14%,-1.1%,-7%,0%,10%[38.3 µM]
COc1ccc(S(=O)(=O)N2CCOC2CNC(=O)C(=O)NCCc2ccc(OC)c(OC)c2)cc1C (centres undefined),15%,-24%,?,-1.5%,1%,2%,3%
CCCCCC(=O)N1CCCCC1,-11%,-1%,·,-0.3%,·,5%,·
COc1ccc(-c2csc(N(CC3CCCO3)C(=O)c3ccco3)n2)cc1 (centres undefined),-23%[46.1 µM],3%,?,3.2%,2%,9%,46%[activator][38.3 µM]
O=C(NCc1ccco1)C1CC(c2cc(C(F)(F)F)cc(C(F)(F)F)c2)=NO1 (centres undefined),15%,6%,·,2.0%,·,6%,·
Cn1c(SCC(=O)N2CCCCC2)nc2c([nH]c3ccccc32)c1=O,?,-4%,-4%,0.7%,6%,-5%,19%[38.3 µM]
CCC(=O)Nc1ccc(C(=O)N/N=C/c2ccccc2[N+](=O)[O-])cc1,-10%[46.1 µM],-9%,15%,4.8%,-3%,-11%,11%[38.3 µM]
COc1cccc(CN=C2Nc3ccccc3CS2)c1,-6%,7%,0%[46 µM],-0.5%,-7%,5%,4%
CCC1=NN2C(=N)/C(=C\c3cccn3-c3cccc(Cl)c3)C(=O)N=C2S1,-35%,-2%,?,3.9%,4%,-28%,0%
Cc1onc(-c2ccccc2)c1C(=O)NC(CC(=O)O)c1ccc(OC(C)C)cc1 (centres undefined),-14%[46.1 µM],0%,4%,-2.1%,-5%,0%,-1%[38.3 µM]
Cc1ccc(S(=O)(=O)N2CCN(C(C)C)CC2)cc1,7%,-4%,?,1.1%,-1%,4%,14%
O=C(O)CCCC(=O)N1CCc2cc(S(=O)(=O)NCc3ccccc3)ccc21,14%,2%,0%[46 µM],-2.2%&-1.1%,2%,17%,6%
O=C(CCCNS(=O)(=O)c1cccc2nsnc12)NCc1ccccc1,-24%[46.1 µM],6%,?,-4.1%,·,4%,·
CCOc1ccc(N2C(=O)CC(N3CCN(C4CCc5ccccc5C4)CC3)C2=O)cc1 (centres undefined),-15%[46.1 µM],5%,3%,-0.8%,-1%,7%,8%[38.3 µM]
O=C(NC(=S)Nc1ccc(N2CCOCC2)cc1)c1cncc(Br)c1,4%,-3%,19%,0.0%,-2%,-5%,-2%
CCOc1ccc(C2NC(=O)NC(C)=C2[N+](=O)[O-])cc1OC (centres undefined),9%,7%,·,6.1%,·,6%,·
O=S(=O)(/C=C/c1ccccc1)c1ccccc1,-11%[46.1 µM],6%,10%,0.8%,-6%,-1%,31%[activator][38.3 µM]
COc1cccc(-c2nc3ccccc3c(=O)n2NC(=O)c2cccnc2Cl)c1,1%[46.1 µM],3%,-16%,0.0%,1%,7%,-4%
Cc1ncc(CO)c(/C=N/NC(=O)c2cc(O)c(O)c(O)c2)c1O,-26%,-5%,-4%[46 µM],-0.4%,-1%,·,16%
Nc1c2nc(-c3ccccc3Cl)[nH]c(=O)c2nc(=O)n1-c1ccccc1,-21%,6%,·,1.1%,·,-2%,·
O=C(CCCn1c(SCC(=O)c2ccc(F)cc2)nc2ccccc2c1=O)NCc1ccco1,-8%[46.1 µM],-1%,11%,-0.8%,-3%,-1%,-8%[38.3 µM]
O=C(C1CCC1)N1CCc2cc(S(=O)(=O)NCc3cccnc3)ccc21,-10%[46.1 µM],-1%,-1%[0.0737 µM],-1.7%,5%,1%,5%[38.3 µM]
O=C(COC(=O)Cc1ccccc1F)Nc1cccc(F)c1,15%,4%,·,5.7%,0%,-12%,-10%
OC1=C(O)c2nc3ccccc3nc21,6%[46.1 µM],6%,-6%,-1.1%,-7%,-1%,10%[38.3 µM]
COc1ccccc1N1CCN(C2=NS(=O)(=O)c3ccccc32)CC1,-5%[46.1 µM],2%,-10%,0.4%,-2%,16%,20%[38.3 µM]
Cc1[nH]c2ccccc2c1C(=O)C(=O)NCC1CCCO1 (centres undefined),5%,8%,·,-1.3%,-1%,4%,-1%
COc1cccc([C@@H]2Oc3ccc(Br)cc3C(=O)[C@H]2OC(=O)NCc2ccco2)c1,·,4%,·,1.1%,2%,6%,-1%
CCNc1ncc2nc(-c3cc(F)cc(F)c3)c(=O)n(C[C@H]3CCCO3)c2n1,·,17%,4%,·,·,·,-11%
CCOc1ccccc1C1N(c2ccc(OC)cc2)C(=O)C2CCCN21 (centres undefined),2%[46.1 µM],-16%,1%,0.7%,-3%,-7%,5%[38.3 µM]
Cc1cccc(Cn2c(SCCN3CCOCC3)nc3c2c(=O)n(C)c(=O)n3C)c1,?,-12%,1%,0.0%,0%,-4%,2%[38.3 µM]
CC(O)CNc1nc2sc3c(c2c(=O)n1CCc1ccccc1)CCCCC3 (centres undefined),-56%,4%,?,-1.1%,2%,-3%,4%
O=C(Nc1nc(-c2ccccn2)cs1)c1ccc(S(=O)(=O)N2CCCCC2)cc1,-47%,1%,·,1.1%,·,3%,·
CC1=CCC2C(=O)N(c3cc(C)on3)C(=O)C2C1 (centres undefined),12%,3%,7%,-0.1%,2%,-2%,-6%
O=C(c1ccccc1Oc1ccc(C(F)(F)F)cc1[N+](=O)[O-])N1CCOCC1,10%,-5%,-5%,0.0%,0%,-4%,-9%
COc1ccc(C2(C(=O)NC(C)C)CCCC2)cc1OC,1%[46.1 µM],6%,0%,-2.1%,1%,?,13%[38.3 µM]
CCCOc1ccc(C(C)=O)cc1CC(C(N)=O)C(N)=O,4%[46.1 µM],5%,9%,4.1%,5%,12%,21%[38.3 µM]
Cc1ccc(C)c(SCC(=O)NC(=O)Nc2ccc3c(c2)OCCO3)c1,-4%,2%,-10%,-3.2%,-1%,3%,5%
O=C(CN1C(=O)C(=O)c2ccccc21)NCCc1ccccc1,-14%,-2%,·,7.2%,-1%,5%,-4%
CCCCCCN(C(=O)CCCCCN1C(=O)NC(c2ccc(-c3ccccc3)cc2)C(C(=O)OCc2ccccc2)=C1C)C(C(=O)NCCCC)c1ccc(OCC(=O)OC)cc1 (centres undefined),-3%,-5%&-4%,?,-0.1%&2.3%,-2%&-1%,2%[2.36 µM],0%&-4%
COc1cccc(CN2CCN(C(=O)c3cccc4ccccc34)CC2)c1OC,-7%[46.1 µM],-7%,-7%,0.0%,2%,2%,25%[38.3 µM]
COc1ccc(C2NC(=S)N3C(c4ccc(OC)cc4)NC(=S)N23)cc1 (centres undefined),-8%[46.1 µM],3%,24%,3.9%,2%,1%,20%[38.3 µM]
Cc1ccc(N2C(=O)N(CC(=O)Nc3ccc(C)c(C)c3[N+](=O)[O-])C(=O)C2C)cc1 (centres undefined),-3%,-16%,?,0.5%,1%,-8%,4%
CCSC(=S)c1c(C)[nH]n(-c2ccccc2)c1=O,?,-6%,·,1.1%,·,-8%,·
O=C(CSc1nc2ccccc2c(=O)n1-c1ccccc1)N1CCc2ccccc2C1,-16%,0%,-3%,1.6%,1%,13%,21%
CC(C)NC(=O)COc1ccc2c(c1)C(=O)CC(C)(C)O2,12%,13%,9%[46 µM],0.1%,1%,-6%,-8%
O=C(NCc1cccnc1)Nc1ccc(F)cc1F,-1%[46.1 µM],2%,-4%,-3.3%,2%,1%,-10%[38.3 µM]
O=C(CN(C(=O)c1cccc([N+](=O)[O-])c1)C1CCCCC1)Nc1ccc(Cl)c([N+](=O)[O-])c1,-36%,5%,7%,2.4%,-1%,3%,17%
CC(C(=O)Nc1ccc2c(c1)OCO2)c1ccc([N+](=O)[O-])cc1 (centres undefined),-16%,9%,·,8.5%,-1%,5%,-1%
Cc1csc(NC(=O)CCn2c(=O)sc3ccccc32)n1,-8%[46.1 µM],1%,2%,5.6%,-2%,-7%,1%[38.3 µM]
CCOC(=O)c1c(NC(=O)CSc2nnc(C)c(=O)[nH]2)sc2c1CCC2,-12%[46.1 µM],7%,0%,-1.0%,0%,-2%,11%[38.3 µM]
CNC(=O)c1nc(C)n(-c2cc(Cl)ccc2Cl)n1,0%[46.1 µM],0%,0%,0.0%,-2%,5%,0%[38.3 µM]
CC(=NCCc1c(C)[nH]c2ccc(OCc3ccccc3)cc12)C1=C(O)CC(c2ccccc2)CC1=O (centres undefined),-39%,-3%,·,-1.1%,3%,-6%,4%
CCn1cc(C(=O)Nc2ccc(OC)c(S(=O)(=O)N3CCCCC3)c2)c(=O)c2ccc(C)nc21,9%,-3%,-3%,-0.3%,-1%,2%,-1%
O=C(Cn1nnc2ccccc21)OCc1ccccc1,-5%,-9%,·,-0.2%,·,-8%,-6%
Cc1ccc(OCCn2c(C)c(/C=N/n3cnnc3)c3ccccc32)cc1,?,-1%,-5%,-1.1%,-7%,-2%,-2%[38.3 µM]
Cn1c(=O)c2c(n(C)c1=O)=NC1(CCCCC1)ON=2,7%[46.1 µM],-10%,2%,4.0%,23%,5%,20%[38.3 µM]

Screening results (PubChem BioAssay)

The list is partial; rates above refer to the full screens.
